Compound activity (PubChem BioAssay)
LDHA inh: inhibitors of human lactate dehydrogenase A. AID 1347041. activity change, % (values are at about 110 or 230 µM). P00338. 0.15% of 480,000 active. purified LDHA, NADH/diaphorase-resazurin fluorescence; active compounds read low; in the data active = activity change below about -30%; inconclusive = mostly about -25% to -30%;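 note: plate controls were DMSO wells for no effect and wells without enzyme for full effect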
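Enzyme activity of human lactate dehydrogenase 5 (2 nM; 0.06 mM NADH, 0.2 mM pyruvate, 5 min, RT) is measured via a resazurin/diaphorase fluorescence readout of residual NADH.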
RGS4 inh: blocks human RGS4-accelerated GTP hydrolysis; Potency, µM (top dose mostly 114 µM), for the others: at the top dose activity change, negative = inhibition, usual class: inhibitors; AID 504845; Transcreener GDP fluorescence polarization, RGS4-accelerated GTP hydrolysis; P49798; 0.039% of 390,000 active; note: potency is the fitted concentration of half-maximal effect; % is set by controls: 0 for no effect and ±100 for the full control effect; nearly all actives have a fitted effect of over 75% in size; some results filed as inactive show a strong effect at the top dose
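MLSMR compounds (23 nl, pin-transferred) preincubated 10 min at room temperature with a 500nM (2x) first reagent, then RGS4 at 900nM (2x) plus Transcreener GDP mix added; fluorescence polarization (620/688 nm) read before and after 90 min at 30 °C.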
D2 ag: D2 dopamine receptor (human) agonism; P14416; 0.53% of 340,000 active; activation, % at 2 µM; AID 485358; HEK293 T-REx D2 cells, calcium flux agonist mode;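 active = activation over 3 SD above normal in the single-dose calcium agonist read, cut at about 30% in these data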; note: 0% is about no effect
Target sequence (P14416 whole entry, looked up): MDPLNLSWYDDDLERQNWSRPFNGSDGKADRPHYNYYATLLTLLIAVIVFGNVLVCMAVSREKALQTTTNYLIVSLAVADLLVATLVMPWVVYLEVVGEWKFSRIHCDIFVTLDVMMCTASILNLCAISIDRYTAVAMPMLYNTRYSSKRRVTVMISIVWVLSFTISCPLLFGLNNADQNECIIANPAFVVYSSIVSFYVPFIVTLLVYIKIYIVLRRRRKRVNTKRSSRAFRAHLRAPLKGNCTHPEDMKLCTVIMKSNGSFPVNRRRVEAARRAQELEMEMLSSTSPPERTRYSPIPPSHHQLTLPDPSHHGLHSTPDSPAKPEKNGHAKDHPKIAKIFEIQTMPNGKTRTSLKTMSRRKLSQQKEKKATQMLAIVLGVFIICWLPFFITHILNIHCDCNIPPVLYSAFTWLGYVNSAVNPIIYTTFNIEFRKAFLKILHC
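Tetracycline-induced HEK293 T-REx cells with force-coupled D2 receptor, plated overnight at 30 C, loaded with no-wash calcium dye. After a 10 s baseline, compound was pin-added and calcium flux read kinetically for 180 s; calcium rises flagged agonists.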
D2 antagonist: antagonizes the human D2 dopamine receptor; HEK293 TREx D2 cells, calcium flux, dopamine EC80; inhibition, % at 10 µM; 2% of 340,000 active; AID 485344; in the data active = inhibition above about 30%; note: 0% is about no effect
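Calcium flux kinetic readout in an inducible HEK293 TREx D2 line plated overnight at 30 C. After 180 s compound exposure, an EC80 dopamine challenge follows with another 180 s kinetic read to detect antagonism.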
Vif-A3F inh: blocks the Vif interaction with APOBEC3F. 0.2% of 390,000 active. AID 602313. Potency, µM (titrated, usually from 46.1 µM), without a hit: at the top dose activity, negative = active. HeLa A3F-eYFP + Vif (tagged APOBEC3F with the HIV-1 protein that degrades it), YFP fluorescence increase; note: potency is the fitted concentration of half-maximal effect; % of control where 0% means no effect; nearly all actives have a fitted effect of over 65% in size
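HeLa cells stably expressing A3F-eYFP plus Vif, plated and incubated overnight at 37 deg C, then exposed to compounds overnight at 37 deg C. Blocked degradation read as raised yellow fluorescence (Ex 488/Em 500-530).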
ERG Ets-DNA blk: inhibitors of human ERG Ets domain-DNA interaction; P11308; fluorescence polarization, His-ERG Ets domain / labelled DNA; Potency, µM (titrated, usually from 76.9 µM), without a hit: at the top dose FP activity, negative = inhibition, hits mostly inhibitors; 0.028% of 370,000 active; active = well fitted inhibition curve with a large enough effect in the polarisation, with a control signal flat; inconclusive = small, poorly fitted or top-dose-only effect, or effect the other way, or a change in a side signal; inactive = no such curve, though single readings can be large or run the other way; the % refers to the polarisation;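 note: polarization taken with two DNA probes labelled with fluorescein and Texas red; potency is the fitted concentration of half-maximal effect; % of control where 0% means no effect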
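His-tagged ERG Ets domain (1 uM in the protein solution; 300mM KCl, 50mM Tris-HCl, 1mM EDTA, 1mM DTT, pH 7.5) received compound, then a probe mix of 5 nM fluorescein-DNA and 100nM Texas-615-DNA. Fluorescence polarization was read for both dyes.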
12-LOX inh: ALOX12 (human) lipoxygenase inhibition; P18054; purified 12hLO, xylenol orange hydroperoxide absorbance; Potency, µM (top dose mostly 108 µM), inactives show at the top dose activity change, negative = inhibition, actives largely listed as inhibitors; 1.1% of 580,000 active; AID 1671190; note: potency is the fitted concentration of half-maximal effect; % is set by controls: 0 for no effect and ±100 for the full control effect
Target sequence (P18054 whole entry, looked up): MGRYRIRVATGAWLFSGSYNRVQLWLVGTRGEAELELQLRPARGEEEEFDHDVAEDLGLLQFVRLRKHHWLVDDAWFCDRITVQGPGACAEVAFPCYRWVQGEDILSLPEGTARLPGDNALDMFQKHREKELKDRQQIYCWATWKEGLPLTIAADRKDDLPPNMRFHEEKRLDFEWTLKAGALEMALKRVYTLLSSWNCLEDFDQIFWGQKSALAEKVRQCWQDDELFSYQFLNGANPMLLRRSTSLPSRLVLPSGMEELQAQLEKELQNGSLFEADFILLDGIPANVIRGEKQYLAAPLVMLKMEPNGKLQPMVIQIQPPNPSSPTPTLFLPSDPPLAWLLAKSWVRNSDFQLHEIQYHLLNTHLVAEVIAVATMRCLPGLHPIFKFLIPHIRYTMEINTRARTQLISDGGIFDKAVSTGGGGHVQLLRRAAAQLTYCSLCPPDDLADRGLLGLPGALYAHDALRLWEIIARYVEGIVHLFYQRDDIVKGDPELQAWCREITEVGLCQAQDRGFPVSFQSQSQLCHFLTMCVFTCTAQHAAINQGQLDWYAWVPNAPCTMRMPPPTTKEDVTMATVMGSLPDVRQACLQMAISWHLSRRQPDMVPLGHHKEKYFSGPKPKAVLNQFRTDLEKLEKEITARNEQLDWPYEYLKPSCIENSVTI
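Purified human 12hLO (150 nM final) in 25 mM Hepes, 0.01% Triton X-100, pH 7.0 was preincubated 15 min at room temperature with compound. Then 40 uM arachidonic acid was added, 30 min. Hydroperoxide was read by Fe-XO absorbance ratio 573/405 nm.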
GRP78 ERSR act: ER stress response induction in glioma | 0.02% of 420,000 active | AID 602332 | Potency, µM, for inactives: at the top dose activation, usual class: activators | U87-MG GRP78 promoter luciferase reporter, 16 h; note: potency is the fitted concentration of half-maximal effect; series mostly up to about 76 µM; % of control where 0% means no effect; nearly all actives have a fitted effect of over 35% in size
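Stably transfected U87-MG glioma cells carrying a GRP78-based luciferase sensor; 16 h compound incubation. Luminescence end-point read 10 min after Bright-Glo addition at room temperature.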
Vif-APOBEC3G blk: Vif-A3G binding inhibition; Q9HC16; AID 602310; 0.076% of 410,000 active; Potency, µM (series often up to 46.1 µM), without a hit: top-dose activity, negative = active, most hits filed as inhibitors; HeLa A3G-eYFP + Vif (tagged APOBEC3G with the HIV-1 protein that degrades it), YFP fluorescence, overnight;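 note: potency is the fitted concentration of half-maximal effect; % is set by controls: 0 for no effect and ±100 for the full control effect; nearly all actives have a fitted effect of over 60% in size; hits raise eYFP signal because A3G escapes Vif-driven loss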
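HeLa cells stably expressing Vif and C-terminally eYFP-tagged A3G, seeded overnight at 37 deg C, then exposed to compound by pintool overnight at 37 deg C. Rise in yellow fluorescence (Ex 488/Em 500-530, Acumen) marks blocked Vif-driven A3G degradation.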
* = called active by the depositor; ? = inconclusive; · = not tested or not shown; & = joins results of further samples; [ ] = remark or other dose. Unless noted, calls come from the whole dose curve; as a rule, active = well fitted curve in the direction sought with a large enough effect; inconclusive = small, poorly fitted or top-dose-only effect, or another doubt; inactive = no such curve, though single readings can be large; an effect the other way counts as inactive or inconclusive. This is a subset; count on the stated rates, not on these rows.

Each structure is followed by: LDHA inh	RGS4 inh	D2 ag	D2 antagonist	Vif-A3F inh	ERG Ets-DNA blk	12-LOX inh	GRP78 ERSR act	Vif-APOBEC3G blk
1	CCOC(=O)C1=C[C@@H](C(C)(C)C)N(S(=O)(=O)c2ccc(C)cc2)[C@H]1c1ccc(C#N)cc1
  -8.3	·	·	·	·	·	46.1%	-2.2%	-3.1%
2	COc1cccc(CNC(=O)C2CCCN(c3nc4ccccc4o3)C2)c1 (configuration not stated)
  2.8	-5.2%	0.8	-5.6	-17.8%	7.5%	18.5%	-3.3%	-6.1%
3	O=C(OCCN1CCOCC1)c1cccnc1
  -3.2&2.0	37.9%&3.1%	-0.4&0.4	2.5&-4.4	-5.3%&2.3%	4.9%	-19.4%&-12.9%	1.5%&-4.9%	0.7%&-0.5%
4	Cc1cccc(N2CCC(N3CCN(C4CCCCC4)C(CCO)C3)CC2)c1C (configuration not stated)
  2.0	-14.2%	-0.2	-6.0	-3.3%	3.3%	-10.4%	-3.4%	0.0%
5	COC(=O)c1cnn(-c2cc(Oc3ccccc3)ncn2)c1N
  -3.4	6.8%	-0.5	-17.2	-11.5%	-2.4%	2.4%	4.9%	1.3%
6	CN1C(=O)CSC1=Nc1ccc(Br)cc1
  -5.5	10.2%	0.7	5.3	6.1%	1.6%	0.0%	-0.6%	0.0%
7	COc1cc2c(cc1OC)CN(C(=O)/C=C/c1ccccc1[N+](=O)[O-])CC2
  3.4	-10.7%	-0.8	14.7	5.3%	9.6%	?	-1.2%	?
8	COc1ccccc1OCc1cc(C(=O)N(C)CCC2CCCCO2)no1 (configuration not stated)
  0.2	-7.9%	-0.4	2.9	3.5%	10.0%	-55.2%	0.7%	-0.2%
9	CC(C)OC(=O)c1cccc(NC(=O)c2ccccc2)c1
  -7.5	20.4%	-0.1	20.3	5.9%	-0.2%	0.0%	?	0.0%
10	C=CCn1c(O)c2ccc(C(=O)N=NC(=O)COc3ccc(OC)cc3)cc2c1O
  -6.1	-21.8%	-0.1	1.3	3.0%	-0.6%	3.1%	-5.0%	0.5%
11	Cc1ccccc1NC(=O)CSc1nc2ccc(Nc3nc(N4CCOCC4)nc(N4CCOCC4)n3)cc2s1
  3.4	1.2%	-0.9	-7.0	-5.2%	-3.3%	-5.3%	-4.8%	-0.6%
12	Cc1nc(SC2C=CS(=O)(=O)C2)n[nH]1 (configuration not stated)
  -5.1	-2.8%	0.8	-5.9	-3.1%	5.0%	?	2.0%	6.7%
13	CSc1sccc1/C=N/O
  -2.0	0.8%	-0.2	1.8	13.2%	-4.8%	-10.2%	-1.8%	0.2%
14	Cc1ccc2c(C)nc(SC(C(=O)c3ccccc3)c3ccccc3)nc2c1 (configuration not stated)
  -1.7	-0.5%	0.9	-6.8	9.3%	-0.5%	-25.6%	-4.0%	-2.4%
15	CCCS(=O)(=O)c1snnc1C
  -1.9	-12.7%	·	·	2.6%	0.5%	-4.3%	-2.5%	-5.0%
16	O=C(Nc1ccccc1Cl)C1CCCN(c2ncnc3c2nc2n3CCCCC2)C1 (configuration not stated)
  2.2	-13.3%	-0.3	-0.6	-12.6%	5.9%	5.4%	-4.7%	-9.4%
17	Cc1cccc(NC(=O)CCn2cnnn2)c1C
  -1.1	-10.8%	0.1	·	2.2%	1.2%	21.3%	-3.2%	2.4%
18	CC(=NC1CCN(Cc2ccccc2)CC1)c1c(O)[nH]c(=O)[nH]c1=O
  -14.9	9.8%	0.5	3.4	-10.0%	-2.9%	0.6%	2.4%	-3.0%
19	CN(CCOc1ccccc1)CC(=O)Nc1ccc(S(=O)(=O)N2CCCC2)cc1
  -23.4	7.2%	2.7	-6.8	2.2%	1.6%	0.0%	-2.1%	2.4%
20	COc1ccc(CCN2C(=O)c3cccc4c(C(=O)N5CCCCC5)ccc(c34)C2=O)cc1OC
  -2.5	12.5%	12.3	-16.6	-10.0%	-1.5%	-7.8%	-4.6%	-10.2%
21	Cc1csc(CN(C)C(=O)CC2C(=O)NCCN2Cc2ccccc2C)n1 (configuration not stated)
  4.4	·	·	·	3.0%	·	6.8%	-2.0%	3.0%
22	Cc1ccc(N2C(=O)CS(=O)(=O)C23C(=O)Nc2ccccc23)cc1C (configuration not stated)
  -0.9	-32.0%	0.4	·	-3.8%	1.0%	4.0%	-3.9%	-6.7%
23	Cc1cc(NS(=O)(=O)c2ccc(NC(=O)N[C@H](C(=O)O)C(C)C)cc2)no1
  -13.2	9.6%	·	·	-2.5%	-7.6%	-2.7%	4.6%	-5.5%
24	Oc1ccc(C2=NNC(=NCc3ccc4c(c3)OCO4)SC2)c(O)c1
  0.9	-23.8%	-0.9	9.2	-8.7%	3.1%	?	2.3%	?
25	CCOC(=O)C1=C(C)NC(=S)NC1c1ccc(OCC(=O)N2CCCCC2)cc1 (configuration not stated)
  -7.2	-21.0%	0.6	6.8	5.9%	9.1%	-6.0%	-5.1%	0.5%
26	CCOc1cc(/C=C2\C(=N)N3N=C(S(=O)(=O)CC)SC3=NC2=O)ccc1OC(=O)c1ccco1
  -12.3	11.9%	-1.0	8.0	?	-2.3%	?	-1.3%	-0.5%
27	CC(=O)c1ccccc1NC(=O)c1ccc(N2CCCC2=O)cc1
  2.3	-16.5%	0.4	16.3	13.5%	-7.5%	-21.3%	1.5%	-2.0%
28	CCn1nccc1C(=O)Nc1ccc(Cl)c(Cl)c1
  -1.0	-8.6%	1.0	9.0	-10.5%	3.4%	?	14.5%	-11.7%
29	S=C(NCCc1ccccn1)Nc1ccc(Cl)c(Cl)c1
  -8.5	19.1%	0.8	-2.2	0.0%	-4.1%	5.7%	2.8%	-4.0%
30	Cc1ccc(-n2ncc(Br)c(Br)c2=O)cc1
  -0.8	-8.4%	0.2	-2.0	-2.9%	6.9%	·	-15.1%	?
31	O=C(NCCCN1CCCCC1)c1ccc2c(c1)sc1nc(-c3ccc(F)cc3)cn12
  -8.9	4.1%	-0.3	·	?	-7.3%	?	-1.5%	4.7%
32	Cc1nn(CC(=O)NC2CCS(=O)(=O)C2)c(C)c1S(=O)(=O)N(C)C (configuration not stated)
  -1.6	-20.8%	0.2	1.7	-0.7%	-10.9%	-21.7%	2.2%	-1.1%
33	O=C(CN1CCN(c2cccc(C(F)(F)F)c2)CC1)N(C1CC1)C1CCS(=O)(=O)C1 (configuration not stated)
  -0.6	-7.8%	0.1	-11.0	-3.5%	-0.4%	?	-4.8%	-1.1%
34	CC(C)N1CCN(c2ccncc2S(=O)(=O)N2CCN(C)CC2)CC1
  -6.2	·	·	·	2.5%	·	?	-1.0%	4.0%
35	O=C(CSc1nnc(CNC(=O)c2ccco2)o1)Nc1cccc(Cl)c1
  0.1	17.6%	-1.3	1.9	2.6%	18.9%	-16.3%	0.3%	1.1%
36	Cc1cc(NS(=O)(=O)c2ccc(NC(=O)c3ccco3)cc2)nc(C)n1
  -5.8	-19.0%	0.6	-5.3	1.7%	10.6%	-14.2%	-2.6%	2.3%
37	Cn1c2c(c(=O)n(C)c1=O)CN(Cc1ccc(F)cc1)CN2
  -3.8	-5.3%	0.2	-0.6	-14.7%	-8.2%	0.9%	4.8%	1.7%
38	CCc1sc(C(=O)Nc2ccsc2C(=O)OC)cc1Br
  -3.2	9.1%	0.7	0.2	-0.6%	-6.0%	-0.1%	0.1%	0.1%
39	Cc1cc(C(=O)Cn2cnc3cc([N+](=O)[O-])ccc3c2=O)c(C)n1CC1CCCO1 (configuration not stated)
  -0.4	-14.9%	-0.5	9.9	10.7%	-7.3%	18.2%	-5.1%	0.3%
40	O=C(CSC1=NS(=O)(=O)c2cc(F)ccc2N1)Nc1cccc(F)c1
  -10.3	9.6%	0.2	-6.3	6.7%	-5.8%	10.2%	-5.9%	-3.9%
41	COc1ccccc1CNC(=O)Cn1cc([N+](=O)[O-])ccc1=O
  -0.2	-19.1%	-0.6	-16.0	-9.0%	-6.2%	-13.2%	-1.8%	4.7%
42	CC(=O)Nc1nonc1-c1nnc(SCC(=O)Nc2cccc(C)c2C)n1-c1ccccc1
  1.0	-5.4%	-1.2	·	2.8%	5.8%	-1.0%	0.6%	4.7%
43	CC(CCc1ccccc1)NC(=O)c1ccc(NC(=O)c2cccc(Br)c2)cc1 (configuration not stated)
  -4.9	-23.0%	0.7	3.7	-2.0%	-6.2%	-15.6%	-4.4%	0.0%
44	Cc1ccn2c(=O)cc(CSc3nnc(NC(=O)c4ccccc4Cl)s3)nc2c1
  -10.0	8.7%	·	·	0.1%	-8.4%	-11.9%	-1.8%	7.8%
45	CNC(=S)NNC(=O)c1ccccc1Cl
  -10.9	-3.5%	0.5	-8.3	5.7%	-6.7%	44.9%[activator]	1.1%	-0.4%
46	COc1cc(C(C[N+](=O)[O-])c2c(C)[nH]c3ccccc23)cc(OC)c1OC (configuration not stated)
  0.7	-23.3%	-0.2	21.4	-0.1%	5.2%	-15.5%	-3.3%	?
47	CC(CCC(=O)O)C1CC[C@H]2C3CCC4CC(=O)CCC4(C)[C@H]3CC(=O)C12C (some centres not stated)
  -7.4	1.6%	·	·	-1.9%	-1.2%	53.7%[activator]	0.3%	-6.5%
48	Cc1ccc(Nc2ncc3c(n2)CC(C)CC3=O)c(C)c1 (configuration not stated)
  -8.9	25.3%	-0.4	0.3	8.0%	-1.1%	1.5%	-2.7%	-0.5%
